Screening data deposited in PubChem by several laboratories.
FXIIa inh 1536 = inhibitors of human coagulation factor XIIa | P00748 | purified FXIIa, Boc-QGR-AMC fluorogenic substrate, 2 h | inhibition, % at 5 µM | hit rate 0.3% among 220,000 | AID 800; in the data active = inhibition above about 40%;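 also: 0% = enzyme with no compound and 100% = blank without enzyme; many of its hits are not listed in these tables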
Hck Nef HTS = human Hck-Nef kinase inhibition; P08631; Recombinant Hck-YEEI plus Nef, Z-Lyte FRET kinase assay; inhibition, % at 20 µM; hit rate 0.68% among 220,000; AID 463187;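 active = Hck-Nef kinase inhibition above about 50%, limit read from the data; inactive = inhibition below that limit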;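 also: 0% = DMSO with Hck plus Nef and 100% = Hck alone without Nef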
TNF death inh = blocks TNF-alpha induced death of Jurkat FADD-/- cells; AID 463075; activation (protection from cell death), % at 10 µM; Jurkat FADD-/- TNF necroptosis rescue, ATP luminescence, 24 h; 0 = TNF only, 100 = no-TNF cells; hit rate 0.068% among 220,000;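 active = activation, meaning protection from cell death, of at least 50% relative to plate controls; inactive = activation below 50%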;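 also: necroptosis triggered by 40 ng/mL TNF-alpha added together with compound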
FXIa inh = factor XIa (human) inhibition | hit rate 0.14% among 220,000 | purified FXIa, Boc-Glu-Ala-Arg-AMC fluorogenic substrate | P03951 | inhibition, % at 5 µM;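 active = inhibition of at least 40%; inactive = inhibition below 40%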;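 also: fluorescence of freed AMC excited at 355 nm; 0% = enzyme without compound and 100% = no enzyme blank; many of its hits are not listed in these tables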
zVAD death inh = L929 zVAD cell death inhibition; AID 1377; viability rescue, % at 10 µM; L929 zVAD necroptosis rescue, ATP luminescence, 24 h; with zVAD 60 µM; hit rate 0.38% among 220,000;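 active = activation, scaled between plate controls, above about 75%, limit read from the data; inactive = activation under that limit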;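 also: 0% = zVAD with DMSO and 100% = DMSO alone without zVAD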
Thrombin inh = blocks human thrombin protease activity; P00734; alpha-thrombin, Boc-VPR-AMC fluorogenic substrate cleavage; inhibition, % at 5 µM; hit rate 0.26% among 220,000; AID 1046;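 active = inhibition at or above 40%; inactive = inhibition below 40%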;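 also: 0% = enzyme with no compound and 100% = wells without enzyme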
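Material: Human alpha-thrombin protein | Buffer or medium: pH 7.5 Tris-saline with Tween 20 | Reagent: Boc-VPR-AMC substrate, 15 µM final | Schedule: Reaction at ambient temperature | Detection: AMC fluorescence at 355 nm excitation and 460 nm emission | Evaluation: Percent inhibition scaled between no-compound controls and no-enzyme blanks | Controls: no-compound enzyme wells and no-enzyme blanks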
hK5 inh = kallikrein 5 (human) inhibition; Q9Y337; recombinant hK5, fluorogenic AMC substrate cleavage; inhibition, % at 5 µM; hit rate 0.59% among 210,000;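 active = inhibition of 40% or more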;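 also: 0% = enzyme controls without compound and 100% = no-enzyme blanks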
Cl transport mod = modulates chloride dependent transport by human KCC2 | KCC2 cells, thallium flux FluoZin-2 fluorescence | B-score of Tl+ flux slope (higher = more flux/activation; lower = inhibition) at 10 µM | Q9H2X9 | hit rate 2.2% among 190,000 | AID 1456;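 active = thallium flux slope and its plate-corrected score both differing from the plate sample mean at a set confidence after two filtering rounds, in either direction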;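 also: slope of fluorescence scaled to starting intensity during 10 to 20 s after thallium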
Target sequence (Q9H2X9 whole entry, looked up): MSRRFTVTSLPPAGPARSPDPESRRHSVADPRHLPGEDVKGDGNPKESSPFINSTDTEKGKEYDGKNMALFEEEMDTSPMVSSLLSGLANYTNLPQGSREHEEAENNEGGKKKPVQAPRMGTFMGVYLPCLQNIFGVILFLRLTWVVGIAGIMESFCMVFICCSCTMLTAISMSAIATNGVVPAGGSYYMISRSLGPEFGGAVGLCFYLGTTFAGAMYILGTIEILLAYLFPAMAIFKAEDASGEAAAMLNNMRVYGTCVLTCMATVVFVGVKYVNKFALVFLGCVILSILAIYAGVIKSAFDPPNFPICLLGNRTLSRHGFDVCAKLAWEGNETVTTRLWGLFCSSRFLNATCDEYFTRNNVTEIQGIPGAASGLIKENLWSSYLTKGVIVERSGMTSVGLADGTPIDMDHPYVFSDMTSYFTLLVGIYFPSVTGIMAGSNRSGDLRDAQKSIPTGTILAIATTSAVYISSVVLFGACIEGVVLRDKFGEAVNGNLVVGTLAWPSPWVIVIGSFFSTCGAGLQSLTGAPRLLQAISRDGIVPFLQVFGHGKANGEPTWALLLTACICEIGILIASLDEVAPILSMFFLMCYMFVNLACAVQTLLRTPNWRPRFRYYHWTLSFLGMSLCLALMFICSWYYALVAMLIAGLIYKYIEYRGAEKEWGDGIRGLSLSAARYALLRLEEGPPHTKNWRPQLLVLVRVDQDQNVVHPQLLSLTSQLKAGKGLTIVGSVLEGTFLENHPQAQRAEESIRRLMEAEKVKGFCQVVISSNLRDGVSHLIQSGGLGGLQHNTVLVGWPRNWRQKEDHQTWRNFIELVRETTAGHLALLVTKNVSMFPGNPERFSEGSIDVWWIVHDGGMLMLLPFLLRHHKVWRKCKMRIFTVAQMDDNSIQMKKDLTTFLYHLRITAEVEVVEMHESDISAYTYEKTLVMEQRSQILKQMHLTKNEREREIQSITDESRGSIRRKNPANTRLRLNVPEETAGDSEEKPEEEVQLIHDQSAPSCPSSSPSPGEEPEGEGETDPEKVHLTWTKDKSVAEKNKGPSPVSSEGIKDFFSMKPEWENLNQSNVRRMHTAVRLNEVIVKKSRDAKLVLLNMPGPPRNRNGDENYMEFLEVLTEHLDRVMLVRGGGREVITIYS
Rad51 HR inh = blocks human Rad51 in homologous recombination | hit rate 0.085% among 200,000 | AID 1385 | hRad51 DNA strand exchange, fluorescence dequenching | inhibition, % at 10 µM;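 active = inhibition above 40% at the single screening dose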;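 also: 0% = DMSO control wells and 100% = blanks with heterologous ssDNA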
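material = hRad51 filaments on single-stranded DNA | reagent = Donor/quencher-labelled 47-bp dsDNA substrate | compound = 10 µM final, single point | schedule = strand-exchange reaction 15 min at room temperature | measured by = fluorescein emission 520 nm, excitation 485 nm | read-out basis = % inhibition versus plate control and blank means | benchmarks = plate controls and plate blanks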
The depositor's hits bear a star; / = no result given. An excerpt; count on the stated rates, not on these rows.

Start of the listing, in advance (two entries):
Structure,FXIIa inh 1536,Hck Nef HTS,TNF death inh,FXIa inh,zVAD death inh,Thrombin inh,hK5 inh,Cl transport mod,Rad51 HR inh
CCCCc1nc(NCc2ccccc2)c(C#N)c2c1COC(C)(C)C2,5,-4,-1.1,1,-0.1,2,-3,0.2,2
N#CCCn1c(SCC(=O)NCc2ccco2)nc2ccccc21,9,0,-2.2,-5,0.2,-4,-8,0.33,1

All compounds of this part, repeating the preview:
Structure,FXIIa inh 1536,Hck Nef HTS,TNF death inh,FXIa inh,zVAD death inh,Thrombin inh,hK5 inh,Cl transport mod,Rad51 HR inh
CCCCc1nc(NCc2ccccc2)c(C#N)c2c1COC(C)(C)C2,5,-4,-1.1,1,-0.1,2,-3,0.2,2
N#CCCn1c(SCC(=O)NCc2ccco2)nc2ccccc21,9,0,-2.2,-5,0.2,-4,-8,0.33,1
CC(=O)Nc1ccccc1OCC(=O)NCCC1=CCCCC1,11,15,-1.2,-7,0.6,-24,-1,-0.11,-8
CCOC(=O)/C(=N\Nc1cccc(C(F)(F)F)c1)N(CCOC)CCOC,16,2,0.1,2,0.2,10,2,-0.38,1
CC(=O)Nc1ccc(C(=O)Nc2nc(-c3ccccn3)cs2)cc1,9,14,-4.4,1,1.7,3,-7,0.045,-11
Fc1cccc(NC(=S)NCc2ccccn2)c1,7,-2,-0.4,-6,-0.3,-2,-20,-1.1,-8
COc1ccc(C2SCC(=O)N2c2nnc(C34CC5CC(CC(C5)C3)C4)s2)cc1 (stereo not drawn),6,-3,5.3,-3,2.3,-3,3,-0.089,-5
COC(=O)c1cccn(CC(=O)c2ccc(Cl)cc2Cl)c1=O,12,17,-0.1,0,1.1,8,2,0.3,3
OCCN(CCO)c1ccc2ccccc2c1,0,34,0.1,-6,0.0,-1,-7,-0.075,-29
O=C(O)c1ccccc1NS(=O)(=O)c1ccc(NNC(=S)Nc2ccc(OC(F)F)cc2)c([N+](=O)[O-])c1,9,37,-4.8,2,44,2,2,-0.13,-2
Cc1ccc([N+](=O)[O-])cc1NC(=O)c1cccs1,5,16,0.9,-2,0.4,-2,0,-0.56,/
CC(=O)CCn1cnc([N+](=O)[O-])n1,-7,-8,1.0,-8,2.4,-1,-15,1.7,29
CCOC(=O)/C=c1\s/c(=C\c2ccc(C(=O)OC)cc2)c(=O)n1CC(=O)Nc1ccccc1,12,26,0.8,1,0.7,-3,5,0.13,17
Cc1ccc2nc(-c3cccc(S(=O)(=O)N(C)C)c3)cn2c1,8,1,-3.3,3,0.3,0,-2,0.29,8
CC(=O)Nc1ccc(/C=N/NC(=O)c2cc(-c3ccco3)nc3ccccc23)cc1,0,15,-2.6,2,1.7,-6,6,0.61,-3
O=S(=O)(c1ccccc1)N1CCN(C2CCN(Cc3ccccc3)CC2)CC1,22,2,-1.4,18,-0.4,2,-29,1.1,11
COc1ccccc1C(=O)Nc1ccc(-c2nnn(CC(=O)N3CCN(C(=O)c4ccco4)CC3)n2)cc1,4,22,1.9,-2,71,-8,3,0.84,-28
CCCC(=O)c1cc(F)c(N2CCN(C(=O)OCC)CC2)cc1C,11,0,-2.3,1,0.1,2,3,-0.39,-7
CC(C)c1ccc(-c2c(C#N)c(N)nc(SCC(=O)N3CCCCC3)c2C#N)cc1,1,-2,2.1,-7,0.2,-3,-2,/,5
COC(=O)CC[C@@H](C(=O)O)N1C(=O)c2ccccc2C1=O,14,3,-1.1,2,-0.3,0,-4,0.069,10
Cc1ccccc1C(=O)NC=C1C(=O)OC(C)(C)OC1=O,8,22,-0.1,-3,-0.3,-6,-1,-0.4,-16
CCOc1ccccc1OC(=O)c1ccco1,-3,5,-0.8,-8,0.7,-9,-7,-0.31,7
CCCOc1ccc(-c2nc(-c3ccc(N)cc3)cs2)cc1,5,12,-4.1,-1,-0.3,-6,1,0.66,8
Cc1sc2cc(-c3cccc([N+](=O)[O-])c3)c(-c3cccc([N+](=O)[O-])c3)c[n+]2c1C,16,1,0.5,7,1.1,1,-23,-0.8,-9
COc1ccc(/C=N/NC(=O)c2ccccc2)cc1CN1CCN(c2ccc(F)cc2)CC1,-3,-1,-2.3,-5,0.5,-3,6,-0.0065,/

Structure,FXIIa inh 1536,Hck Nef HTS,TNF death inh,FXIa inh,zVAD death inh,Thrombin inh,hK5 inh,Cl transport mod,Rad51 HR inh
CCOC(=O)C1(Cc2cccc(F)c2)CCN(Cc2cn(CC)nc2C)CC1,2,-4,1.4,-4,-0.5,-12,/,-0.69,/
CC(Oc1cccc(Cl)c1)C(=O)NCc1ccc(S(N)(=O)=O)cc1 (stereo not drawn),11,4,-0.5,4,-0.2,0,/,/,13
Cc1ccc([N+](=O)[O-])cc1-c1ccc(/C=N/NC(=O)CN2CCOCC2)o1,10,21,-5.7,8,3.3,0,-4,0.25,11
Cc1ccc(NC(=O)c2cc3c(s2)CCC3)cc1S(=O)(=O)N1CCOCC1,12,-15,-2.5,0,-0.6,3,4,-1.5,4
O=C(O)c1cc(-c2ccco2)nn1-c1ccc(Cl)cc1,3,35,0.2,-3,1.3,-9,-4,-0.41,-16
CN1C(=S)SC(/[N+]([O-])=C/c2cccnc2)C1(C)C (stereo not drawn),-8,-1,-2.5,-7,0.8,-12,-22,-0.67,2
COc1ccc(CCNC(=S)Nc2cccc3ccccc23)cc1,-3,0,-12,-8,-0.9,8,6,-0.00071,-1
COCCn1c(SCC(=O)Nc2ccc(Cl)cn2)nc2ccccc21,26,-15,15,16,-0.2,2,-3,-1.5,/
Cc1ccc(C)c(N2CC(=O)N(c3cc(C)ccc3C)CC2=O)c1,0,0,0.4,0,0.2,-2,1,0.75,-1
O=[N+]([O-])c1cccc(-c2nnc3ccc4ccccc4n23)c1,15,3,-0.3,5,-0.5,-5,-17,0.27,-5
CCNc1nc(NC(C)C)nc(OCCNS(=O)(=O)c2cc(C)ccc2C)n1,14,1,-3.3,9,0.4,-1,-4,0.54,6
c1ccc2c(-c3[nH]ncc3CNCCCn3ncc4ccccc43)cccc2c1,3,17,1.3,2,0.1,3,-1,0.12,28
Cc1ccc2[nH]c(=O)c(CN(Cc3ccco3)C(=O)CN3CCCC(C)C3)cc2c1 (stereo not drawn),6,14,1.0,-3,-2.4,5,17,-0.73,-8
COc1cc(C2C(C(C)=O)=C(O)C(=O)N2CCN2CCOCC2)ccc1O (stereo not drawn),15,1,0.7,-7,0.6,4,-6,-0.13,-5
COc1cc(=O)n2c(n1)SCCC2,16,0,-1.6,2,-0.3,2,-22,0.41,-6
C=C1C(=O)O[C@@H]2[C@H]1[C@@H](OC(=O)/C(C)=C/C)C/C(C)=C\C(=O)/C=C(\C)[C@@H]2O,5,26,2.0,0,84*,-2,-2,-1.3,-2
Nc1nc(SCC(=O)NC2CCCCC2)[nH]c(=O)c1-c1ccccc1,6,3,0.2,-14,-0.1,-2,-6,-0.72,-3
O=C(O)COc1ccc2c(c1)O/C(=C\c1cccs1)C2=O,6,14,0.7,-4,0.9,-9,0,0.99,8
O=C(NCC(=O)N(c1ccccc1)C(C(=O)NCC1CCCO1)c1ccccc1)c1ccco1 (stereo not drawn),9,1,-0.2,9,-0.7,3,-7,-0.15,-4
COC(CN(C(=O)CCl)C(C(=O)NC1CCCCC1)c1ccccc1C)OC (stereo not drawn),14,1,6.5,5,2.5,-3,-24,-0.056,-10
Cn1c(=O)n(-c2ccccc2)c(=O)c2c3c(sc21)COC(C)(C)C3,11,0,-0.4,10,1.1,3,-5,/,/
Cc1ccc(S(=O)(=O)CC2CSc3nnc(C)c(=O)n32)cc1 (stereo not drawn),11,5,-0.5,6,-0.1,1,-18,-0.0063,-3
CCN(CC)C(=S)Nc1ccc(OC(F)F)cc1,7,-4,0.2,1,0.9,-3,2,0.55,-5
Oc1ccccc1C1N=C(c2ccccc2)NC(c2ccccc2)=N1,14,1,-0.7,-2,0.1,-3,-16,/,3
CCC(=O)Nc1cccc(C2=NOC3(C2)C[C@@H](C(N)=O)N(C(=O)c2cc([N+](=O)[O-])cc([N+](=O)[O-])c2)C3)c1 (stereo partly drawn),8,21,1.3,-4,0.2,-7,-5,0.21,-1

Structure,FXIIa inh 1536,Hck Nef HTS,TNF death inh,FXIa inh,zVAD death inh,Thrombin inh,hK5 inh,Cl transport mod,Rad51 HR inh
COc1ccc(-c2nnc3ccc(SCC(=O)NCc4ccco4)nn23)cc1,10,3,-1.1,2,-0.2,3,-1,-0.55,10
C=CCSc1nc2ccccc2n1S(=O)(=O)c1ccc(C)cc1,11,15,-0.7,26,0.6,-2,-4,-0.41,2
CCC(C)NS(=O)(=O)c1ccc(S(=O)(=O)N2CC=C(c3ccc(F)cc3)CC2)cc1 (stereo not drawn),11,3,3.3,10,0.8,0,-2,-1.4,-28
CC1=C(C(=O)OC(C)C)C2(O)C(=O)c3ccccc3C2(O)N1 (stereo not drawn),1,-12,-3.4,-7,-0.8,-2,-7,0.79,-3
CN1CCc2ccccc2C1Cc1ccccc1NC(=O)c1sc2ccccc2c1Cl (stereo not drawn),12,3,0.0,2,0.6,3,-2,0.3,8
CCCN1CCN(c2nc(-c3cccs3)nc3ccccc23)CC1,14,5,2.0,4,0.9,-1,-9,-0.16,8
CNC(=O)C1=NCCCc2cc(OC)c(OC)cc21,14,1,-1.2,2,0.3,1,-6,-0.23,0
COc1cccc(N(C(=O)c2cccs2)c2nc3ccccc3s2)c1,18,3,-3.3,9,0.6,38,16,/,-16
